ERG-DNA inh = ERG Ets/DNA interaction inhibition; fluorescence polarization, His-ERG Ets domain / labelled DNA; AID 624246; 0.028% of 370,000 active; Potency, µM (highest dose often 76.9 µM), without a hit: top-dose FP activity, negative = inhibition, usual class: inhibitors; P11308; active = well fitted inhibition curve with a large enough effect in the polarisation, with a control signal flat; inconclusive = small, poorly fitted or top-dose-only effect, or effect the other way, or a change in a side signal; inactive = no such curve, though single readings can be large or run the other way; the % refers to the polarisation;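 also: polarization taken with two DNA probes labelled with fluorescein and Texas red; potency is read from the fitted curve at half-maximal effect; % of control where 0% means no effect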
Target sequence (P11308 whole entry, looked up, the tested form may be a part): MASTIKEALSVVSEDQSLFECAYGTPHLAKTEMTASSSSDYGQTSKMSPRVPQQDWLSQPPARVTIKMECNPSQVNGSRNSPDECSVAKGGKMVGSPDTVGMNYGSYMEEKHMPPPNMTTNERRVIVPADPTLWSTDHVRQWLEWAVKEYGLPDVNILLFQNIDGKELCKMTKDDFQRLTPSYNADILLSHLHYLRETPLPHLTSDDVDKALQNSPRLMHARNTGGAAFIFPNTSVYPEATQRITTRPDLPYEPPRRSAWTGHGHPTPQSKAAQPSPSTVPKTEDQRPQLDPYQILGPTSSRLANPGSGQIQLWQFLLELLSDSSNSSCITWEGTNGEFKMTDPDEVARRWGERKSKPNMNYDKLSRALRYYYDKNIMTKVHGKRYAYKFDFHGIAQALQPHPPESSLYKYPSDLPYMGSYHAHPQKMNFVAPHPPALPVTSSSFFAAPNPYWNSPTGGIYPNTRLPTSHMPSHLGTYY
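His-tagged ERG Ets domain (1 uM in the protein solution; 300mM KCl, 50mM Tris-HCl, 1mM EDTA, 1mM DTT, pH 7.5) received compound, then a probe mix of 5 nM fluorescein-DNA and 100nM Texas-615-DNA. Fluorescence polarization was read for both dyes.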
BAZ2B block = inhibitors of human BAZ2B bromodomain; 4.4% of 360,000 active; Potency, µM (highest dose often 114 µM), for inactives: top-dose activity change, negative = inhibition, usual class: inhibitors; AlphaScreen BAZ2B-H3K14Ac peptide displacement; Q9UIF8; also: potency is read from the fitted curve at half-maximal effect; % is scaled to controls: 0 for no effect and ±100 for the full control effect; nearly all actives have a fitted effect of over 60% in size
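Complex of BAZ2B and biotin-H3K14Ac (50 nM apiece) forms over 30 min at RT, then faces library compounds up to 110 uM for another 30 min; AlphaScreen beads added, 20 min dark incubation, luminescence read.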
Pin1 inh = blocks the human prolyl isomerase Pin1; Pin1 FP peptide displacement, HiFluor488, 10 min; Q13526; AID 504891; 0.009% of 390,000 active; Potency, µM (series often up to 115 µM), without a hit: at the highest dose activity, negative = inhibition, hits mostly inhibitors; active = well fitted inhibition curve with a large enough effect in the polarisation, with a control signal flat, not every such curve was filed as active; inconclusive = small, poorly fitted or top-dose-only effect, or effect the other way, or a change in a side signal; inactive = no such curve, though single readings can be large or run the other way; the % refers to the polarisation; also: potency is read from the fitted curve at half-maximal effect; % is scaled to controls: 0 for no effect and ±100 for the full control effect
Target sequence (Q13526 whole entry, looked up): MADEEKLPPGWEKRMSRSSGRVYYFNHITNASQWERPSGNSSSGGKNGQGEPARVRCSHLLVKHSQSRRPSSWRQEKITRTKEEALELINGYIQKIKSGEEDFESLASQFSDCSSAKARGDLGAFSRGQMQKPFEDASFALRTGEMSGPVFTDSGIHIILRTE
PI4K2A inh = PI4K2A (human) kinase inhibition; Q9BTU6; purified PI4K2A, ADP-Glo luminescence, 1 h; active compounds read low; activity change, negative = inhibition, % at 76.9 µM; 0.13% of 420,000 active; AID 1346378; in the data active = activity change below about -50%; inconclusive = mostly about -30% to -49%;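 also: -100% = wells without enzyme as full effect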
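PI4K2A activity was measured by ADP-Glo luminescence: enzyme (4 ug/mL stock) and phosphatidylinositol (1.2 mM stock) in Tris pH 7.5/MgCl2/EGTA/Triton X-100 buffer were reacted with ATP (300 microM stock) for one hour at ambient temperature.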
HP1b chromo inh = blocks HP1-beta chromodomain binding to methylated histone tails | Potency, µM (highest dose often 114 µM), for the others: at the highest dose activity change, negative = inhibition, actives largely listed as inhibitors | P83916 | AlphaScreen HP1-beta / biotin-H3K9me3 peptide binding | AID 540317 | 0.56% of 390,000 active; also: potency is read from the fitted curve at half-maximal effect; nearly all actives have a fitted effect of over 70% in size; inactives centre near 23
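HP1-beta protein (50 nM final) preincubated 30 min at room temperature with biotinylated H3(1-18)K9me3 peptide (50 nM) in PBS pH 7.4, 0.01% Tween-20, then compound added for 30 min. AlphaScreen streptavidin donor/nickel chelate acceptor beads (10 ug/mL final), 30 min dark, luminescence read.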
JMJD2A Tudor = JMJD2A Tudor domain (human) inhibition; O75164; AlphaScreen JMJD2A-Tudor / H3K4me3 peptide binding; Potency, µM (highest dose often 114 µM), without a hit: at the top dose activity change, negative = inhibition, actives largely listed as inhibitors; 4.4% of 390,000 active; also: potency is read from the fitted curve at half-maximal effect; % is scaled to controls: 0 for no effect and ±100 for the full control effect; nearly all actives have a fitted effect of over 50% in size
GLS inhibitor = glutaminase GLS (human) inhibition | O94925 | GLS enzymatic activity, qHTS titration | Potency, µM (doses to about 45.5 µM), inactives show at the top dose activity change, negative = inhibition, most hits filed as inhibitors | 0.21% of 410,000 active; also: potency is read from the fitted curve at half-maximal effect; % is scaled to controls: 0 for no effect and ±100 for the full control effect
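Enzyme dispensed in phosphate buffer (45 mM, pH 8.2, 0.02% Tween-20), compounds pinned in, then 1 mM L-glutamine solution and the glutamate oxidase–HRP–Amplex Red mix added; fluorescence read immediately and again after 30 min at room temperature.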
G9a block = inhibitors of human histone lysine methyltransferase G9a. Q96KQ7. G9a H3K9 monomethylation, AlphaScreen, 2 h. Potency, µM (doses to about 102 µM), without a hit: at the top dose activity, negative = inhibition, most hits filed as inhibitors. 8.8% of 350,000 active; also: potency is read from the fitted curve at half-maximal effect; % is scaled to controls: 0 for no effect and ±100 for the full control effect; nearly all actives have a fitted effect of over 75% in size
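Enzyme 20 nM + cpd, 15 min RT; add b-H3K9 pep 500 nM / SAM 20 uM; 2 h RT; anti-H3K9me1 Ab 0.5 ug/mL + SA donor / anti-rabbit acceptor beads 20 ug/mL each, 10 min; AlphaScreen read.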
Tb PGK inh = blocks T. brucei phosphoglycerate kinase | P07378 | PGK/GAPDH coupled, Kinase-Glo luminescence, 60 min | Potency, µM (top dose mostly 57.5 µM), without a hit: at the top dose activity change, negative = inhibition, hits mostly inhibitors | 0.043% of 380,000 active | AID 602233; also: potency is read from the fitted curve at half-maximal effect; % is scaled to controls: 0 for no effect and ±100 for the full control effect; nearly all actives have a fitted effect of over 60% in size
Target sequence (P07378 whole entry, looked up): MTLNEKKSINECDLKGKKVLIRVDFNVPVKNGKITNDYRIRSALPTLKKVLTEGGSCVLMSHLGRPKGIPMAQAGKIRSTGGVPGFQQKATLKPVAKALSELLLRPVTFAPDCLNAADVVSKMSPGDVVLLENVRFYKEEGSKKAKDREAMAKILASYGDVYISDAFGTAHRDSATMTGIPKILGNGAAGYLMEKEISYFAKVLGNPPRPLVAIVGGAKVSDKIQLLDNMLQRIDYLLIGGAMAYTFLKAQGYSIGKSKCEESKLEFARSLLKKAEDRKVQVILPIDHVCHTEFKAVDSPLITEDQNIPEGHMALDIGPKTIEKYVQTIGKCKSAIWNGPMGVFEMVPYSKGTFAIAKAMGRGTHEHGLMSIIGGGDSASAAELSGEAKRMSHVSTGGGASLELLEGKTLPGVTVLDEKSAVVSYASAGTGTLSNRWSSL
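Luminescent ATP detection (Kinase-Glo Plus) follows a 60-minute room-temperature incubation, with wells lacking PGK as controls. Buffer: 100 mM TEA (pH 7.6), 5 mM MgCl2, 0.01% Tween-20. Coupling enzyme GAPDH (100 nM final) supplies unstable 1,3-BPG in-well.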
Active calls of the source: *; i = inactive; ? = inconclusive; / = not tested or not shown; [ ] = another dose, or the depositor's remark. Unless noted, calls follow the shape of the dose curve; as a rule, active = well fitted curve in the direction sought with a large enough effect; inconclusive = small, poorly fitted or top-dose-only effect, or another doubt; inactive = no such curve, though single readings can be large; an effect the other way counts as inactive or inconclusive.

SMILES | ERG-DNA inh | BAZ2B block | Pin1 inh | PI4K2A inh | HP1b chromo inh | JMJD2A Tudor | GLS inhibitor | G9a block | Tb PGK inh
O=C(C1CCCCC1)N1CCC(CO)(Cc2ccccc2Cl)CC1 | -7.7% | -11.8% | -1.6% | -1.3 | 67.0%[activator] | -10.8% | -1.9% | 14.2% | /
Cc1cc(=O)oc2cc(NC(=O)c3ccccc3OC(F)F)ccc12 | 1.6% | -5.0% | 16.3% | 1.1 | -2.0% | -8.5%[57.1 µM] | 0.6% | -8.6% | -6.3%
Cc1cc(CN(C)Cc2c(C(=O)N3CCCCCCC3)nc3ccc(Cl)cn23)n[nH]1 | 18.2% | -2.0% | -2.5% | -2.8 | 2.3% | -11.2% | 11.3% | -49.6% | -7.6%
COc1ccc(S(=O)(=O)N2CCC(C(=O)N3CCCCCC3)CC2)cc1 | 0.3% | -24.9% | -0.8% | -0.4 | 2.6% | -13.7%[11.4 µM] | 13.6% | ? | -4.1%
O=C(CS(=O)c1cccc(C(F)(F)F)c1)Nc1ccc(Cl)cc1Cl (stereo not drawn) | -18.9% | 36.0%[activator] | -0.8% | -1.8 | 29.9% | 0.0% | 0.9% | -27.5%[12.7 µM] | -6.9%
Cc1ccc(-n2nc(C(=O)N3CCN(c4cccc(C(F)(F)F)c4)CC3)c3c4ccccc4n(C)c3c2=O)cc1 | -12.3% | / | -1.8% | 0.1 | 25.9% | -11.0% | -1.9% | -13.3%[59 µM] | /
CC(=O)c1cccc(S(=O)(=O)N2CCCC(c3nc4c(nnn4Cc4ccc(C)cc4)c(=O)[nH]3)C2)c1 (stereo not drawn) | -8.6% | -0.4% | 25.0% | 8.9 | 18.5% | -6.9% | 19.1% | 20.7%[59 µM] | -1.2%
CCc1ccc(S(=O)(=O)c2nnn3c2nc(Nc2ccc(NC(C)=O)cc2)c2sccc23)cc1 | 2.2% | -19.4% | 18.6% | -0.8 | 27.1% | -18.3% | ? | -24.3%[59 µM] | -3.8%
CCC(=O)Nc1ccc(C(=O)CSc2nc3ccc(C)cc3[nH]2)cc1 | 3.1% | 2.5% | 5.6% | -3.0 | 9.2% | -6.8% | 11.1% | 28.2µM* | -7.2%
CSc1nn2cc(CCN3CCOCC3)c(-c3ccc(F)cc3)nc2c1C#N | 7.2% | -1.5% | -6.5% | 2.8 | 29.9% | -7.4% | 17.3% | 17.2% | -1.2%
CCCn1ncc(C(=O)N(C)C2CCCN(Cc3ccccc3F)C2)c1C (stereo not drawn) | 2.9% | -7.7% | 3.2% | 2.0 | 23.4% | -17.1% | 2.7% | -7.1% | -9.8%
Nc1nnc(SCC(=O)OCc2ccc(Cl)c(Cl)c2)s1 | 13.7% | -5.7% | -3.5% | 1.9 | 14.5% | -14.3% | 2.4% | -1.2%[59 µM] | -3.1%
O=C(O)c1ccccc1C(=O)N1CCN(c2ccccc2)CC1 | 7.9% | 4.9% | -2.1% | -3.8 | 46.2% | -1.6% | 19.8% | -8.2%[59 µM] | -9.7%
COc1ccc(-c2cc(-c3ccccc3)nc(Cl)n2)cc1OC | 14.6% | 64.1%[activator] | ? | 6.9 | 133.5%[activator] | 90.4%[activator] | 8.6% | / | -3.3%
COc1ccc(CC2(CO)CCN(C(C)Cc3ccc(Cl)cc3)CC2)cc1 (stereo not drawn) | -5.5% | -7.0% | 2.4% | 1.0 | 25.6% | -15.4% | -13.8% | ? | -1.0%
COCCC(=O)N1CCC(Oc2ccc(C(=O)N3C[C@@H]4CCC[C@H]3C4)cc2)CC1 | -10.7% | -3.8%[57.1 µM] | -2.8% | 1.5 | 27.7% | -14.5% | 3.6% | 13.3% | 5.7%
COc1ccc(S(=O)(=O)N(CCc2ccccc2)CC(=O)NC(C)C)cc1 | -6.4% | -30.9% | 3.8% | -1.6 | 10.6% | -3.6% | 0.8% | -25.9%[2.33 µM] | -4.3%
CCOC(=O)C1=NN(C(C)=O)C2(CC(=O)N(c3cc(C)cc(C)c3)C2=O)C1 (stereo not drawn) | 13.1% | 4.3% | 3.8% | 2.6 | 6.6% | -2.4% | 1.4% | 11.1%[59 µM] | -10.3%
CCc1c(N)nc(N)nc1Nc1ccccc1C | -7.1% | / | -5.0% | 3.3 | 29.7% | -9.6% | -6.8% | / | i
CN1CCN(C(=O)CCC(=O)O)CC1 | 1.6% | -19.7% | -4.4% | 4.1 | 67.8%[activator] | 5.9%[11.4 µM] | -4.9% | / | 7.7%
CNC(=S)N1N=C(c2ccc(OC)cc2)CC1c1ccccc1Cl (stereo not drawn) | 17.1% | -10.9% | 3.4% | 4.2 | -3.5% | -28.1% | -4.8% | -9.9%[12.7 µM] | i
CC(C)CC(=O)c1c[nH]c(C(=O)NCCCN2CCOCC2)c1 | -2.0% | -4.8% | -5.8% | -1.0 | 32.8% | -9.0% | 2.8% | 8.7%[59 µM] | i
CCN(CC(=O)Nc1c(F)cccc1F)C(=O)c1cc(C)oc1C | 0.6% | -2.6% | -1.8% | 2.4 | 17.7% | -2.8% | -12.1% | -1.9% | -6.8%
CCOC(=O)C1(CCOC)CCN(C(C)CCc2ccc(OC)cc2)CC1 (stereo not drawn) | -22.7% | -0.1% | 1.3% | 4.3 | 19.3% | -8.7% | -3.4% | -44.5% | -1.5%
FC(c1nc2ccccc2[nH]1)C(F)(F)F (stereo not drawn) | 8.0% | -17.4% | 0.3% | -0.8 | 33.9% | -11.6% | -9.9% | 30.8% | 4.1%

(cont.)
SMILES | ERG-DNA inh | BAZ2B block | Pin1 inh | PI4K2A inh | HP1b chromo inh | JMJD2A Tudor | GLS inhibitor | G9a block | Tb PGK inh
CCOC(=O)Cc1cc(=O)n2[nH]c(C)c(C#N)c2n1 | / | -0.7% | -5.1% | -5.6 | 15.6% | -6.7% | 7.6% | / | /
COC(=O)C1=C(C)N(C)C(=O)NC1c1ccc(O)c(OC)c1 (stereo not drawn) | -13.7% | -5.4% | 5.2% | 0.3 | 20.4% | -24.8% | 10.4% | -9.6%[59 µM] | -4.0%
Cc1cc(Oc2nnnn2-c2ccccc2)ccc1Cl | -3.9% | ? | -1.9% | 5.4 | 138.7% | 82.1%[activator] | 3.5% | 185.4%[activator] | 6.5%
O=C(Cn1ccccc1=O)c1cccs1 | / | -4.3% | -2.3% | -0.3 | 10.3% | -6.8% | 13.0% | ? | -4.6%
O=C1CCCN1CCCNS(=O)(=O)c1ccc(F)cc1F | -1.9% | -2.4% | -6.4% | 4.6 | 34.9% | 8.5% | -5.6% | ? | 7.0%
O=C(CC1(O)C(=O)Nc2ccccc21)c1cccnc1 (stereo not drawn) | / | 5.9% | 3.3% | 0.6 | 9.9% | -9.6% | -4.2% | 0.3%[2.33 µM] | 3.7%
O=C(Nn1cnnc1)c1cc([N+](=O)[O-])cc([N+](=O)[O-])c1 | / | -38.6% | -8.3% | 2.0 | 17.0% | -13.6% | 13.1% | -27.0% | -5.8%
NC1=NC[C@H](c2ccccc2)N1CCc1cccc(F)c1 | -9.8% | -1.7% | -9.3% | 5.5 | 47.9%[activator] | -16.2% | -8.9% | 4.4%[12.7 µM] | -9.2%
COc1cccc(C2C=C(c3ccc(OC)cc3OC)Nc3nnnn32)c1 (stereo not drawn) | -27.9% | -1.3% | ? | -0.3 | 82.9%[activator] | 12.3% | 1.5% | 44.7µM* | -0.6%
Cc1cc(NC(=O)c2ccc(F)cc2)n(C)n1 | -3.5% | -2.0% | -0.6% | 2.3 | 60.5%[activator] | 1.7% | -9.6% | -3.0%[12.7 µM] | /
COc1ccc(-n2cnc3c(sc4nccc(N(C)C)c43)c2=O)cc1 | 14.1% | ? | ? | ? | 33.7% | ? | -11.6% | -5.9%[59 µM] | -4.3%
COc1cc(NC(=S)NCCCN2CCOCC2)cc(OC)c1 | -5.9% | -2.4% | 27.7% | 1.9 | 29.0% | 0.0% | 9.0% | 7.7%[59 µM] | i
CCOc1ccc(-c2nnn(CC(=O)NCc3ccco3)n2)cc1 | -1.7% | 16.2% | ? | -2.4 | 30.5% | -17.1% | -3.5% | 6.3%[59 µM] | 1.6%
Fc1ccc(-c2ccnc(=S)[nH]2)cc1 | / | 1.6% | -3.2% | -13.2 | 15.9% | 4.9% | -7.4% | -49.0%[12.7 µM] | /
COc1cc(/C=N/NC(=O)c2ccoc2C)ccc1OCCN1CCCCC1 | 2.4% | -8.2% | 3.8% | -4.5 | 14.5% | -17.4% | 6.0% | 12.0%[0.501 µM] | 4.1%
CC1CC(OCC(O)CN2CCCCC2C)CC(C)(C)C1 (stereo not drawn) | -14.9% | 1.1% | 0.6% | 3.4 | 26.2% | -14.6% | -3.1% | 0.7% | -6.7%
COC(=O)Cn1c(Cc2ccccc2)nc2ccccc21 | -3.3% | -29.5% | -2.7% | 0.0 | 53.2%[activator] | -31.8% | -1.4% | -18.2% | i
COc1ccc(C(=O)Nc2c3c(nn2-c2cccc(Cl)c2)CS(=O)C3)cc1 (stereo not drawn) | -11.1% | -0.1% | 0.1% | 1.3 | 48.5%[activator] | -5.8% | 0.5% | -9.3% | 0.7%

Bioassay records (PubChem)
